# Source: PubChem (Broad Institute)
# miR-122 sensor: miR-122 inhibition in Huh7 cells; activation (reporter increase), % at 12.5 µM; 340,000 tested, 0.3% active; Huh7 miR-122 Renilla luciferase sensor, 48 h; neutral wells = 0, positive control = 100; AID 602342;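 active = mean replicate activation score at least 90 and every replicate individually at or above 90; inconclusive = only one of the two criteria met; inactive = neither criterion met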;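 also: higher luciferase means less miR-122 activity so hits act as miR-122 inhibitors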
# Statin myotox sup: suppressors of simvastatin-induced myotoxicity in C2C12 myotubes. ATP luminescence, 48 h; scaled: DMSO 0, geranylgeraniol control 100. rescue of ATP level, % at 7.49 µM. 330,000 tested, 0.78% active;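 active = mean ATP rescue above about 67%, or every replicate alone reaching that limit, limit read from the data, passing the limit was not always enough; inconclusive = no clear call, values can overlap the other calls; inactive = mean under the limit and some replicate under it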;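 also: myotubes were challenged with 10 µM simvastatin during compound exposure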
# FN deposition inh: fibronectin deposition inhibition | AH1F fibroblasts, Alexa488-fibronectin deposition fluorescence, overnight | inhibition, % at 12.6 µM | 350,000 tested, 0.086% active;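 active = mean inhibition across replicates of 30% or more, regardless of how many single replicates reach that level; inconclusive = mean under 30% yet at least half of replicates reach 30%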;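 also: positive control wells lacked labelled fibronectin entirely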
#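 Assay system: AH1F fibroblast monolayer, labelled fibronectin deposition. Amount: 10000 cells per well. Also added: labelled fibronectin 24 nM. Compound: single-point pinned compound. Incubation: cell attachment 1 h, compound and FN exposure overnight. Detection: fluorescence after three HBSS washes, excitation 485 nm, emission 525 nm. Read-out: inhibition of fibronectin deposition signal.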
# Cneo AK release: causes C. neoformans cell lysis | adenylate kinase release luminescence, 4 h; normalised: neutral wells 0, clomiphene wells 100 | lysis activity, % at 15 µM | 360,000 tested, 0.2% active | AID 651654;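 active = mean lysis activity across replicates of at least 80%, whatever share of replicates individually reach that level; inactive = mean lysis activity below 80%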
#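 Test system: log-phase Cryptococcus neoformans yeast cells. Input: 5 × 10^6 yeast cells/mL. Medium: fresh YPD growth medium. Doses: single dose. Incubation: static 4 h at 37 °C with compound, 1 h detection. Measured by: luminescent adenylate kinase detection reagent. Read-out: signal increase indicating cell lysis. Benchmarks: Clomiphene.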
# INS-1E GSIS act: GLuc luminescence reporter in INS-1E cells, primary screen for activators of glucose-dependent secretion of insulin. AID 743287. activation, % at 16.6 µM. 370,000 tested, 0.61% active. INS-1E GLuc reporter insulin secretion, 2-3 h;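 active = lowest replicate activation of at least 40%, so every replicate reaches that level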;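 also: 0% = median of neutral control wells and 100% = median of IBMX positive control wells; some compounds called inactive have numbers as strong as hits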
# PGC1a acetyl inh: modulators of PGC1a acetylation; inhibition, % at 15.6 µM; 350,000 tested, 0.17% active; U2OS PGC1a acetylation, AlphaScreen anti-acetyl-lysine; with virally co-expressed GCN5 acetyltransferase; AID 651687;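 active = every replicate shows inhibition of at least 40%; inconclusive = mean inhibition at least 40% but some replicate below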;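 also: 0% = neutral control wells and 100% = positive control wells; some results beyond the cut were filed as inactive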
# CFTR F508del cor: CFTR F508del correction in bronchial cells; AID 720511; activity (quench increase), % at 7.58 µM; CFBE cells, YFP halide quenching; stimulated with forskolin plus potentiator P3; % fluorescence drop versus neutral controls; 350,000 tested, 0.36% active;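 active = mean added fluorescence quench of at least 8% versus neutral control, with both replicates also reaching 8%; inconclusive = only one of the mean or replicate conditions met; inactive = mean below 8% and not both replicates reaching 8%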;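 also: cells transiently co-express mutant CFTR-F508del with the halide-sensitive YFP; corrector assay measuring rescue of mutant channel to the surface after 24 h compound exposure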
# PglD DTNB: PglD (C. jejuni) enzyme inhibition; purified PglD enzyme, DTNB colorimetric CoA detection; inhibition, % at 12.5 µM; 360,000 tested, 0.098% active; AID 602405; in the data active = inhibition above about 16%, passing the limit was not always enough; inconclusive = no clear call, values can overlap the other calls; also: strong numbers were not always called active
# An asterisk follows results filed as active; ? = inconclusive; . = no result given; [ ] = dose if it differs, or a comment.
no.	Compound	miR-122 sensor	Statin myotox sup	FN deposition inh	Cneo AK release	INS-1E GSIS act	PGC1a acetyl inh	CFTR F508del cor	PglD DTNB
1	N/C(=N\O)c1ccc(NC(=O)c2cccs2)cc1	-21	18	-3	-4	.	3	.	0
2	COc1ccccc1-c1ccc2n(c1=O)C[C@H]1[C@H](CO)[C@@H](C(=O)N3CCCCC3)N(C)[C@@H]21	.	-15	.	54	14	.	.	-3
3	C/C(=N\N=C1/NC(=O)C(C)S1)c1ccco1 (stereo not given)	12	-8	2	0	0	11	2.2	.
4	O=c1oc2ccccc2c(CNc2ccccc2)c1[N+](=O)[O-]	3	2	3	-1	20	-5	-0.9	-1
5	COc1ccc(Br)cc1/C=N/NC(=O)CNC(=O)C1COc2ccccc2O1 (stereo not given)	-8	-3	-10	1	-9	-29	0.1	2
6	COc1cc([N+](=O)[O-])ccc1NC(=O)NNC(=O)CCc1ccccc1	-5	-5	.	10	-9	-1	0.1	-5
7	Cc1noc(C)c1NC(=O)Nc1ccc2c(c1)C(=O)N([C@H](C)CO)C[C@@H](C)[C@H](CN(C)CC1CCCCC1)OCCCC[C@@H](C)O2	2[16.7 µM]	.	.	-2	3	15	1.8	-1
8	C[C@H]1CN([C@@H](C)CO)C(=O)c2cccc(NC(=O)c3ccc(-c4nccs4)cc3)c2O[C@H]1CN(C)Cc1ccncc1	2[16.7 µM]	-2	.	4	12	-6	1.8	-2

# Reprinted from the part before: three compounds; new compounds follow.
no.	Compound	miR-122 sensor	Statin myotox sup	FN deposition inh	Cneo AK release	INS-1E GSIS act	PGC1a acetyl inh	CFTR F508del cor	PglD DTNB
6	COc1cc([N+](=O)[O-])ccc1NC(=O)NNC(=O)CCc1ccccc1	-5	-5	.	10	-9	-1	0.1	-5
7	Cc1noc(C)c1NC(=O)Nc1ccc2c(c1)C(=O)N([C@H](C)CO)C[C@@H](C)[C@H](CN(C)CC1CCCCC1)OCCCC[C@@H](C)O2	2[16.7 µM]	.	.	-2	3	15	1.8	-1
8	C[C@H]1CN([C@@H](C)CO)C(=O)c2cccc(NC(=O)c3ccc(-c4nccs4)cc3)c2O[C@H]1CN(C)Cc1ccncc1	2[16.7 µM]	-2	.	4	12	-6	1.8	-2
9	CCC(=O)N1CCC1(C)C(=O)Nc1cccc(OC)c1 (stereo not given)	2	-6	4	-4	.	-9	-0.9	-1
10	C[C@@H](O)C#Cc1ccc([C@@H]2[C@@H](CO)N3CCCCN(C(=O)c4ccc5c(c4)OCO5)C[C@H]23)cc1	-1[16.7 µM]	-12	-10	4	-1	-1	-1.5	-2
11	Cc1ccc(S(=O)(=O)Nc2cc(C)on2)cc1	-2	-2	3	1	2	6	-0.7	0
12	COc1ccc(NC(=O)CN2CCN(C(=O)N3CCOCC3)CC2)cc1	-2	4	-7	-2	48	-2	-2.4	-5
13	N#CC1(NC(=O)CN2C(=O)NC(Cc3c[nH]c4ccccc34)C2=O)CCCCC1 (stereo not given)	-2	0	-1	1	.	.	-0.7	6
14	Cn1c(=O)c([N+](=O)[O-])c(NCCc2ccccc2)c2ccccc21	8	.	-20	-1	4	5	.	2
15	O=C(C[C@H]1CC[C@H]2[C@@H](COC[C@@H](O)CN2S(=O)(=O)c2cccc(Cl)c2)O1)NCCCN1CCOCC1	4[16.7 µM]	3	-2	-1	16	3	-1.2	-1
16	O=C(N/N=C/c1c(F)cccc1Cl)C1CC1	-4	1	.	3	53	-10	-1.5	1

# 3 entries from above, sorted by count of non-hydrogen atoms, descending.
no.	Compound	miR-122 sensor	Statin myotox sup	FN deposition inh	Cneo AK release	INS-1E GSIS act	PGC1a acetyl inh	CFTR F508del cor	PglD DTNB
10	C[C@@H](O)C#Cc1ccc([C@@H]2[C@@H](CO)N3CCCCN(C(=O)c4ccc5c(c4)OCO5)C[C@H]23)cc1	-1[16.7 µM]	-12	-10	4	-1	-1	-1.5	-2
9	CCC(=O)N1CCC1(C)C(=O)Nc1cccc(OC)c1 (stereo not given)	2	-6	4	-4	.	-9	-0.9	-1
16	O=C(N/N=C/c1c(F)cccc1Cl)C1CC1	-4	1	.	3	53	-10	-1.5	1

# The list goes on:
no.	Compound	miR-122 sensor	Statin myotox sup	FN deposition inh	Cneo AK release	INS-1E GSIS act	PGC1a acetyl inh	CFTR F508del cor	PglD DTNB
17	COc1ccc2cc3cc(C(=O)NC4CC4)sc3nc2c1	-3	-70	2	-3	3	.	-0.2	7
18	CCOC(=O)N1CCN(C2CC(=O)N(c3ccc(F)cc3)C2=O)CC1 (stereo not given)	-6	-8	.	1	6	-3	.	-8
19	C[C@@H]1CN([C@H](C)CO)C(=O)c2cccc(NS(=O)(=O)c3ccc(Cl)cc3)c2O[C@H]1CN(C)C	24[16.7 µM]	-6	-5	-2	15	3	-2.5	-2
20	CCCCNC(=O)CCC(=O)Nc1ccc2nc(N3CCOCC3)cc(C)c2c1	-8	-17	0	0	.	3	.	-7
21	CN(C)c1nc(-c2cn(CCC#N)c3ccccc23)cs1	1	-37	-9	-1	-13	.	1.7	1
22	O=C(NC1CCCC1)C1CCCN(C(=O)Nc2ccccc2)C1 (stereo not given)	-4	-3	1	0	3	8	1.4	-2
23	CCS(=O)(=O)N(C)C[C@H]1[C@@H](c2ccccc2)[C@@H](CO)N1C(=O)CN(C)C	.	.	-5	.	14	2	-0.7	.
24	COc1cccc(NC(=O)N[C@H]2CC[C@@H](CC(=O)N3CCCCC3)O[C@H]2CO)c1	.	8	.	-17	14	3	-3.4	14
25	COc1ccc(CN(C)C[C@@H]2Oc3ccc(NS(=O)(=O)c4cn(C)cn4)cc3C(=O)N([C@H](C)CO)C[C@@H]2C)cc1	-1[16.7 µM]	-26	.	-1	-3	-1	1.9	1
26	C[C@@H]1CCCCO[C@@H](CN(C)C(=O)Nc2cccc3ccccc23)[C@@H](C)CN([C@H](C)CO)C(=O)c2cc(NC(=O)CCCCCC(=O)Nc3ccccc3N)ccc2O1	0[16.7 µM]	47	.	-3	4	3	-1.8	-1
27	CO[C@@H]1CN(C)C(=O)c2cc(NC(=O)Nc3ccc(Cl)cc3)ccc2OC[C@@H](C)N(C(=O)Nc2c(C)noc2C)C[C@@H]1C	-8[16.7 µM]	16	8	0	6	-2	3.1	6
28	COc1cc(CN2CCNC(=O)C2CC(=O)NC2CCC2)cc(OC)c1 (stereo not given)	3	9	-14	1	.	-5	-1.7	1
29	C=CS(=O)(=O)N(Cc1ccccc1Br)[C@H](CO)Cc1ccccc1	-11	-1	8	-2	-27	?	-2.5	0
30	CCOC(=O)[C@@H]1[C@H]2COc3cc(OC)ccc3[C@H]2N2C(=O)N(c3cccc(F)c3)C(=O)[C@]12C	7	3	6	0	-11	-4	3.3	-6
31	CC1CCc2sc(NC(=O)c3ccc(N4C(=O)CCC4=O)cc3)c(C(N)=O)c2C1 (stereo not given)	-1	-12	11	-4	4	1	-2.3	-4
32	Nc1c(S(=O)(=O)c2ccccc2)nnn1-c1ccccc1	1	-12	1	1	.	2	.	6
33	CN(C)c1nc2c(c(=O)[nH]c(=O)n2C)n1CCOc1ccccc1	-5	3	8	19	2	-6	0.0	-4
34	O=C(NCCc1ccccc1)c1cc(-c2ccc3c(c2)OCO3)on1	.	11	.	-1	44*	2	.	0
35	Cn1c(=O)c2c(nc(SCCCC#N)n2Cc2c(F)cccc2Cl)n(C)c1=O	-3	10	-4	2	34	.	0.5	3
36	CC(=O)Nc1cc(S(=O)(=O)Nc2ccccc2C)c(C)cc1C	78	-5	.	-3	2	-2	.	5
37	CC(C)N(C(=O)Cc1ccccc1[N+](=O)[O-])C(C)C	1	0	-6	1	12	3	-0.1	-2
38	O=C(Nc1ccncc1)c1ccc(C(=O)Nc2ccncc2)cc1	.	.	-2	.	7	5	0.2	.
39	CCS(=O)(=O)N1CC2(CN(Cc3ccccc3F)[C@@H](CO)c3[nH]c4cc(OC)ccc4c32)C1	.	.	-16	.	4	4	-1.5	.
40	CC(C)(C)OC(=O)N1CCC(CNC(=O)c2ccc(F)cc2F)CC1	-4	.	-1	2	4	-4	0.7	-6
41	Cc1ccc(S(=O)(=O)N[C@@H]2CC[C@H](CCNC(=O)c3ccccc3F)O[C@@H]2CO)cc1	1[16.7 µM]	2	.	31	1	15	-1.3	8
42	COCCn1c(=S)[nH]c2cc(C(=O)N3CCN(c4ccc(F)cc4)CC3)ccc2c1=O	1	23	-6	-4	.	-3	.	-1
43	Cc1[nH]c(=O)[nH]c(=S)c1C(=O)Nc1ccc(Cl)c(Cl)c1	0	.	-12	-1	-7	5	1.7	-6
44	CCN1CCN(C(=O)c2cc(-c3cccnc3)nc3ccc(Br)cc23)CC1	-4	15	1	-1	21	0	.	-2
45	C(=C\c1ccccc1)/CN1CCN(C(c2cccc3ccccc23)c2nnnn2Cc2ccccc2)CC1 (stereo not given)	5	-5	.	-16	-33	-20	1.9	1
46	C=CCn1c(N)c(C(=O)Nc2ccc(C)cc2)sc1=S	-2	-22	.	-4	.	-17	.	0
47	CC(C)NC(=O)N[C@@H]1CC[C@@H](CCNC(=O)C2CCOCC2)O[C@H]1CO	-8[16.7 µM]	6	9	0	7	5	-2.9	2
48	Cn1c(=O)c([N+](=O)[O-])c(NCc2ccc3c(c2)OCO3)c2ccccc21	1	.	2	1	14	19	0.5	-7
49	COC(=O)C1N[C@@H]([C@@H](NC(=O)COc2ccccc2)C(=O)Nc2ccc(OC)cc2)SC1(C)C (stereo not given in full)	-4	6	1	0	7	-8	3.2	8
50	Cc1ccccc1S(=O)(=O)NCC[C@@H]1CC[C@H](NC(=O)C2CCOCC2)[C@H](CO)O1	0[16.7 µM]	1	.	0	5	-1	1.9	3
51	CC(C)C(=O)Nc1cccc(COc2cccc(CN(Cc3ccccc3)C(=O)OC(C)(C)C)c2)c1	4	-13	5	3	-18	-36	-3.7	4
52	CC(=O)Nc1ccc(N)cc1	2	8	.	-1	-1	-7	2.3	2
53	COC(=O)c1ccc(CN2C(=O)c3ccccc3S2(=O)=O)cc1	-6	-10	.	12	.	18	.	4
54	COc1ccc(NC(=O)CN2CCN(CC(=O)Nc3ccc(F)cc3)CC2)cc1Cl	.	6	-5	0	7	.	5.7	1
55	O=S(=O)(Nc1ccccc1F)c1ccc(Cl)nc1	-9	14	-1	1	13	-2	-1.1	-2
56	Cc1cc(=O)[nH]c2c(C)cc(S(=O)(=O)N3CCCCC3)cc12	-5	-2	6	6	17	0	-7.0	-1
57	O=C(CN1CCC(NC(=O)Nc2ccccc2)CC1)Nc1ccc([N+](=O)[O-])cc1	-4	-10	0	2	-13	1	0.6	0
58	O=C1CN(C(=O)COC(=O)c2ccc(C(F)(F)F)cc2)c2ccccc2N1	-1	4	-1	0	-3	11	-1.0	-3
